MCF10A rerep: induces DNA re-replication in MCF 10a normal breast cells | AID 624296 | Potency, µM (titrated, usually from 46.1 µM), without a hit: at the highest dose activity, positive = re-replication, most hits filed as activators | MCF 10A DNA re-replication, Hoechst nuclear intensity, 48 h | hit rate 2.9% among 350,000; also: potency is read from the fitted curve at half-maximal effect; % of control where 0% means no effect; nearly all actives have a fitted effect of over 50% in size
SW480 rerep: DNA re-replication induction in SW480 cells; SW480 DNA re-replication, Hoechst DNA content imaging, 48 h; Potency, µM (top dose mostly 46.1 µM), for the others: at the highest dose re-replication activation, actives largely listed as activators; hit rate 1.8% among 340,000; AID 624297; also: potency is read from the fitted curve at half-maximal effect; % of control where 0% means no effect; nearly all actives have a fitted effect of over 55% in size
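Compounds, transferred as 23 nL by pin tool, were incubated with cells for 48 hr; DNA content per nucleus was then quantified by Hoechst staining and fluorescence plate imaging.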
HT1080 IDH1KD tx: HT-1080 IDH1 knockdown cell toxicity (counter line). Potency, µM (top dose mostly 46.1 µM), inactives show top-dose activity, negative = toxicity, most hits filed as cytotoxic. hit rate 2% among 360,000. HT-1080 IDH1 knockdown viability, ATP luminescence, 48 h;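 also: potency is read from the fitted curve at half-maximal effect; 0% = DMSO wells and -100% = cell-free medium wells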
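HT-1080-IDH1KD cells (IDH1 knocked down), 750/well in RPMI with 5% FBS, treated with compound 48 h at 37 degrees C. Viability by CellTiter-Glo luminescence, normalised to DMSO and no-cell wells; concentration-response curves classed.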
DRD3 agonist: D3 dopamine receptor (human) agonism. max activation, %. hit rate 0.58% among 410,000. D3R DiscoveRx beta-arrestin cells, luminescence, 90 min. AID 652048; in the data active = max activation above about 30%; also: 0% is about no effect; mostly tested at two doses, the higher about 12 µM
Target sequence (P35462 whole entry, looked up): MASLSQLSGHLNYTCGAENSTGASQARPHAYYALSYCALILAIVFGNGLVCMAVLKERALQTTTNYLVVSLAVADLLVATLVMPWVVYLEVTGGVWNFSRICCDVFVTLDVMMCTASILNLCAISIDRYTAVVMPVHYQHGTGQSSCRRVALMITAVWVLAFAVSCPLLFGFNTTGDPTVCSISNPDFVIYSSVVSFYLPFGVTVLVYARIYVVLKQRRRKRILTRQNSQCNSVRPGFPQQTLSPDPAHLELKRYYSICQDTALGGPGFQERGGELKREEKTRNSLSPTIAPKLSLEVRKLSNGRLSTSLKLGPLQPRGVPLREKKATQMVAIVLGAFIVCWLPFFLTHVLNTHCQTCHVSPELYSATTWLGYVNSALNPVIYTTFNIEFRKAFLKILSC
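Agonist-mode cell screen: cells plated at 1500/well and incubated overnight at 37 °C, then exposed to library compounds for 90 min at 37 °C. Detection reagent was added for 30–60 min at room temperature, and luminescence was read.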
KB-V1 cytotox: KB-V1 MDR subline cytotoxicity; hit rate 3.4% among 400,000; KB-V1 MDR cells viability, CellTiter-Glo, 72 h; AID 1347076; Potency, µM (highest dose often 46.1 µM), for the others: top-dose activity change, negative = cytotoxicity, hits mostly cytotoxic; also: potency is read from the fitted curve at half-maximal effect; % is scaled to controls: 0 for no effect and ±100 for the full control effect; nearly all actives have a fitted effect of over 60% in size
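Cytotoxicity via CellTiter-Glo luminescence after 72 h compound exposure at 37 degrees C. Cells: drug-selected KB-V1 line, DMEM phenol-red free plus 10% FBS. Compounds tested at multiple concentrations; normalized data fitted to concentration-effect curves.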
HT1080NT lethal: kills 2HG-producing HT-1080-NT fibrosarcoma cells | HT-1080-NT fibrosarcoma viability, CellTiter-Glo ATP luminescence, 48 h | Potency, µM (top dose mostly 46.1 µM), without a hit: at the top dose activity, negative = less viability, usual class: cytotoxic | hit rate 1.6% among 360,000;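 also: NT is the 2HG producing partner of a matched IDH1 knockdown line; potency is read from the fitted curve at half-maximal effect; 0% = DMSO-treated cells and -100% = media-only wells without cells; nearly all actives have a fitted effect of over 55% in size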
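Read-out is CellTiter-Glo luminescence after 10 minutes at room temperature, following 48 hours' compound treatment of HT-1080-NT cells (750 cells/well, RPMI, 5% FBS, 37 degrees C).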
KB-3-1 tox: kills parental KB-3-1 adenocarcinoma cells | KB-3-1 viability, CellTiter-Glo ATP luminescence, 72 h | Potency, µM (top dose mostly 46.1 µM), without a hit: at the highest dose activity change, negative = cytotoxic, actives largely listed as cytotoxic | hit rate 1.4% among 400,000 | AID 1347075; also: potency is read from the fitted curve at half-maximal effect; % is scaled to controls: 0 for no effect and ±100 for the full control effect; nearly all actives have a fitted effect of over 60% in size
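Using CellTiter-Glo luminescence, growth of non-resistant KB-3-1 adenocarcinoma cells is assessed 72 h after pin-tool compound addition at 37 °C. Normalized responses across the concentration series yield fitted curves.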
IL-1B inflam inh: blocks inflammasome-driven IL-1 beta release | THP-1 LPS/ATP IL-1B secretion, AlphaLISA, 16 h; stronger effect = lower value | activity change, % at 57.5 µM | hit rate 4.7% among 360,000; in the data active = activity change below about -50%; inconclusive = mostly about -30% to -49%; also: % is scaled to controls: 0 for no effect and ±100 for the full control effect
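Secreted IL-1B measured by AlphaLISA bead assay after 16 h compound exposure of THP-1 cells; compounds (final up to 57.5 uM) added 1 h before LPS (250 ng/mL) and ATP (1.25 mM) stimulation; lower signal means less secretion.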
GLP1R cytotox: cytotoxicity counter-screen for GLP-1 receptor inverse agonists; HEK293 cAMP-luciferase reporter cells, luminescence, 24 h; AID 624418; Potency, µM (series often up to 38.3 µM), for inactives: top-dose activity change, negative = inhibition, most hits filed as inhibitors; hit rate 0.13% among 410,000;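 also: loss of luciferase light is scored as toxicity; potency is read from the fitted curve at half-maximal effect; % is scaled to controls: 0 for no effect and ±100 for the full control effect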
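Cells in DMEM/10% Nu serum/1% pen-strep, 1536-well format. Pre-incubated 12 h, dosed with 23 nL compound, incubated a further 24 h. Luciferase detection, 12 min at room temp, luminescence.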
The depositor's hits bear a star; & = joins results of further samples; [ ] = dose if it differs, or a comment. Unless noted, calls follow the shape of the dose curve; as a rule, active = well fitted curve in the direction sought with a large enough effect; inconclusive = small, poorly fitted or top-dose-only effect, or another doubt; inactive = no such curve, though single readings can be large; an effect the other way counts as inactive or inconclusive.

CC(C)(C)c1ccc(CNC(=O)C2CCCN2C(=O)Nc2ccccc2)cc1 (stereo not drawn) was read as MCF10A rerep -0.9%, SW480 rerep -1.2%, HT1080 IDH1KD tx -1.9%, DRD3 agonist -8.2, KB-V1 cytotox 6.1%, HT1080NT lethal -20.7%, KB-3-1 tox -0.7%, IL-1B inflam inh 5.5 and GLP1R cytotox -2.4%.
O=C(C(=S)N1CCOCC1)c1c[nH]c2ccccc12 was read as MCF10A rerep -0.9%, SW480 rerep -15.4%, HT1080 IDH1KD tx 0.5%, DRD3 agonist 20.4, KB-V1 cytotox 13.5%, HT1080NT lethal 3.8%, KB-3-1 tox 1.1%, IL-1B inflam inh 23.0 and GLP1R cytotox 1.5%.
For COc1cc(N=Nc2ccccc2C(=O)O)ccc1O the results were MCF10A rerep 18.4µM*, SW480 rerep 0.8%, HT1080 IDH1KD tx -8.1%, DRD3 agonist -5.0, KB-V1 cytotox -0.7%, HT1080NT lethal -4.2%, KB-3-1 tox -25.1%, IL-1B inflam inh 29.8 and GLP1R cytotox -20.1%.
COc1ccc2nc(SCC(=O)Nc3ccc4[nH]c(=O)[nH]c4c3)[nH]c2c1 was read as MCF10A rerep -5.9%, SW480 rerep -16.2%, HT1080 IDH1KD tx -12.2%, DRD3 agonist -7.0, KB-V1 cytotox inconclusive, HT1080NT lethal -0.6%, KB-3-1 tox 17.8%, IL-1B inflam inh -4.8 and GLP1R cytotox 0.0%.
`CCc1ccc2oc(-c3ccc(NC(=O)c4cccc(Cl)c4Cl)cc3)nc2c1` gave DRD3 agonist 5.7, KB-V1 cytotox -15.5%, KB-3-1 tox inconclusive and GLP1R cytotox 0.7%.
For CSCC[C@H](NC(=O)C1CCN(S(=O)(=O)c2ccc(C)cc2C)CC1)c1nc2ccccc2[nH]1 the results were MCF10A rerep 3.2%, SW480 rerep 13.6%, HT1080 IDH1KD tx -1.2%, DRD3 agonist -14.9, KB-V1 cytotox 23.1µM*, HT1080NT lethal -3.8%, KB-3-1 tox -5.4%, IL-1B inflam inh inconclusive and GLP1R cytotox -19.5%.
For O=C(CSC1=NNC(c2ccccn2)S1)Nc1cccc(Cl)c1 (stereo not drawn) the results were MCF10A rerep inconclusive, SW480 rerep inconclusive, HT1080 IDH1KD tx inconclusive, DRD3 agonist 9.3, KB-V1 cytotox -0.7%, HT1080NT lethal inconclusive, KB-3-1 tox 2.8%, IL-1B inflam inh 147.2 and GLP1R cytotox -32.9%.
For Cn1ccc2cc(S(=O)(=O)N3CCCN(C(=O)Nc4ccccc4Br)CC3)ccc21 the results were DRD3 agonist -8.3, KB-V1 cytotox -34.6%, KB-3-1 tox -8.3% and GLP1R cytotox 8.9%.
For Cc1cccc2sc(N(CCCN(C)C)C(=O)c3ccc(Cl)s3)nc12 the results were MCF10A rerep 8.9%, SW480 rerep 3.4%, HT1080 IDH1KD tx inconclusive, DRD3 agonist -3.6&-24.4, KB-V1 cytotox -3.3%&2.2%, HT1080NT lethal -17.7%, KB-3-1 tox -1.5%&-6.6%, IL-1B inflam inh -61.8* and GLP1R cytotox inconclusive.
`CCCCN1C(=O)C(CC(=O)NCCc2ccccn2)CC(C(=O)N(C)C)=C1C` (stereo not drawn) gave HT1080 IDH1KD tx 1.2%, DRD3 agonist 3.7, KB-V1 cytotox inconclusive, HT1080NT lethal 2.5%, KB-3-1 tox inconclusive, IL-1B inflam inh 15.8 and GLP1R cytotox -1.0%.
Cc1ccc(NC(=O)Cn2ccc([N+](=O)[O-])n2)cc1C was read as MCF10A rerep -18.6%, SW480 rerep 7.5%, HT1080 IDH1KD tx -5.0%, DRD3 agonist 3.1, KB-V1 cytotox 1.7%, HT1080NT lethal 15.1%, KB-3-1 tox -5.1%, IL-1B inflam inh -7.4 and GLP1R cytotox 0.8%.
Screening CC(=O)N1CCN(C(=O)c2cc(S(=O)(=O)N3CCN(c4ccccc4)CC3)ccc2Cl)CC1 returned MCF10A rerep -1.0%, SW480 rerep -1.2%, HT1080 IDH1KD tx 7.2%, DRD3 agonist 14.7, KB-V1 cytotox -9.1%, HT1080NT lethal 9.3%, KB-3-1 tox -15.0%, IL-1B inflam inh 22.7 and GLP1R cytotox -3.1%.
`O=C(COC(=O)C1CCCN1C(=O)c1cccs1)Nc1ccc2c(c1)OCO2` (stereo not drawn) gave MCF10A rerep 4.6%, SW480 rerep -2.3%, HT1080 IDH1KD tx 8.4%, DRD3 agonist -2.0, KB-V1 cytotox 0.0%, HT1080NT lethal 13.4%, KB-3-1 tox -1.5%, IL-1B inflam inh 11.8 and GLP1R cytotox -1.4%.
`COc1ccccc1-c1cc(C(F)(F)F)nc(S(=O)(=O)CCCC(=O)NCc2ccc(F)cc2)n1` gave MCF10A rerep 4.11µM*, SW480 rerep inconclusive, HT1080 IDH1KD tx 16.4µM*, DRD3 agonist -8.9, KB-V1 cytotox -29.2%, HT1080NT lethal 9.2µM*, KB-3-1 tox inconclusive, IL-1B inflam inh -99.6* and GLP1R cytotox 21.3%[0.307 µM].
`COc1cc2c(cc1OC)C(COc1ccc3c(C)cc(=O)oc3c1)N(C(=O)c1cccc(OC)c1OC)CC2` (stereo not drawn) gave DRD3 agonist 7.4, KB-V1 cytotox -6.1%, KB-3-1 tox -16.1% and GLP1R cytotox 0.3%.
`O=C(NCC1CCCN(C(=O)c2cc(Cl)ccc2F)C1)c1ccc(F)cc1` (stereo not drawn) gave MCF10A rerep -17.2%, SW480 rerep -31.1%[inhibitor], HT1080 IDH1KD tx -4.8%, DRD3 agonist 2.8, KB-V1 cytotox -15.7%, HT1080NT lethal -0.1%, KB-3-1 tox -22.1%, IL-1B inflam inh 44.8 and GLP1R cytotox 1.0%.
For O=S(=O)(Nc1cccc(-c2ccc(N3CCCCC3)nn2)c1)c1cccc(F)c1 the results were DRD3 agonist -6.9, KB-V1 cytotox 5.1%, KB-3-1 tox 1.5% and GLP1R cytotox 0.5%.
Screening CN(C)C(CNC(=O)c1cccc(S(=O)(=O)N(C)C)c1)c1ccccc1 (stereo not drawn) returned MCF10A rerep -3.0%, SW480 rerep -5.8%, HT1080 IDH1KD tx 11.1%, DRD3 agonist -2.5, KB-V1 cytotox -4.5%, HT1080NT lethal 8.8%, KB-3-1 tox -0.7%, IL-1B inflam inh 15.9 and GLP1R cytotox -6.7%.
`O=C(O)c1ccc(/C=N/O)cc1` gave MCF10A rerep -1.9%, SW480 rerep -1.1%, HT1080 IDH1KD tx -0.5%, DRD3 agonist 8.3, KB-V1 cytotox 7.0%, HT1080NT lethal 21.0%, KB-3-1 tox 12.2%, IL-1B inflam inh 9.1 and GLP1R cytotox 6.9%.
CC1(OC(=O)CCc2ccccc2)C(=O)C=C2C=C(c3ccc(C#N)cc3)N(C3CC3)C=C2C1=O (stereo not drawn) was read as MCF10A rerep -2.9%, SW480 rerep -16.1%, HT1080 IDH1KD tx -4.6%, DRD3 agonist 15.4, KB-V1 cytotox 0.8%, HT1080NT lethal -1.9%, KB-3-1 tox 13.1%, IL-1B inflam inh 5.1 and GLP1R cytotox -27.4%.
Screening CC(=O)Nc1ccccc1OCC(=O)NCC(F)(F)F returned MCF10A rerep -9.3%, SW480 rerep 0.7%, HT1080 IDH1KD tx 2.1%, DRD3 agonist -3.4, KB-V1 cytotox 8.7%, HT1080NT lethal -4.2%, KB-3-1 tox -3.4%, IL-1B inflam inh 10.2 and GLP1R cytotox 5.1%.
`O=C1NCC2=C1C(c1ccccc1)Nc1ccccc1N2` (stereo not drawn) gave MCF10A rerep -3.3%, SW480 rerep 11.0%, HT1080 IDH1KD tx 7.5%, DRD3 agonist -2.8, KB-V1 cytotox -6.3%, HT1080NT lethal 7.2%, KB-3-1 tox -1.3%, IL-1B inflam inh -6.0 and GLP1R cytotox 1.3%.
For Cc1cccc(NC(=O)CN2CCOCC2)c1C the results were MCF10A rerep 11.7%, SW480 rerep 2.4%, HT1080 IDH1KD tx 6.6%, DRD3 agonist 2.3, KB-V1 cytotox -0.2%, HT1080NT lethal 0.8%, KB-3-1 tox 3.6%, IL-1B inflam inh 7.8 and GLP1R cytotox 1.1%.
For O=C(Cc1ccc(F)cc1)N1CCC2(CC1)NCCc1[nH]cnc12 the results were MCF10A rerep 1.7%, SW480 rerep -0.9%, HT1080 IDH1KD tx 6.5%, DRD3 agonist -2.0, KB-V1 cytotox inconclusive, HT1080NT lethal 9.7%, KB-3-1 tox 2.2%, IL-1B inflam inh 1.7 and GLP1R cytotox 1.1%.
For COCc1nc2ccccc2n1Cc1ccc(Br)cc1 the results were MCF10A rerep -6.5%, SW480 rerep 5.4%, HT1080 IDH1KD tx -4.9%, DRD3 agonist 1.0, KB-V1 cytotox -12.4%, HT1080NT lethal -5.2%, KB-3-1 tox -12.7%, IL-1B inflam inh 23.1 and GLP1R cytotox 8.5%.
For CC(C)C[C@@H](CNCC(=O)[C@H](Cc1c[nH]c2ccccc12)NC(=O)c1[nH]cnc1C(=O)N[C@@H](C)CN)NC(=O)c1nc[nH]c1C(=O)N[C@@H](Cc1ccccc1)C(=O)O the results were MCF10A rerep inconclusive, SW480 rerep -28.2%, HT1080 IDH1KD tx 9.0%, DRD3 agonist -10.2, KB-V1 cytotox 3.3%, HT1080NT lethal 7.5%, KB-3-1 tox -5.4%, IL-1B inflam inh 5.3 and GLP1R cytotox -0.6%.
